AI-2 QS modul = Vibrio harveyi AI-2 quorum sensing modulators, primary screen, JMH597 strain, luminescence/OD600 ratio | 300,000 compounds, 0.4% hits | activity change, % at 7.5 µM | Vibrio harveyi JMH597 AI-2 luminescence/OD600 ratio, 9 h; hits give low values; strain lacks LuxN and CqsS sensors; 0 = neutral-control median | AID 2094, 2009; in the data active means activity change below about -75%, passing the limit was not always enough; inconclusive means no clear call, values can overlap the other calls;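 further: luminescence divided by OD600 gain over 9 h not by final OD600 alone; inactives centre near 13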
HSF-1 act = HSF-1 activators, primary screen, NIH3T3-HGL cells, MG132 stress, luminescence, single point. NIH3T3-HGL HSF-1 luciferase reporter, 8 h; 100% = twice DMSO control signal. activation, % at 9 µM. 300,000 compounds, 1.7% hits. AID 504408, 2011;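 active means mean replicate activation of at least 50% with a set share of replicates each reaching 50%; inconclusive means only one of those two conditions met; inactive means mean below 50% and too few replicates reaching it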;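 further: 0% = median of the neutral control wells and 100% = twice that signal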
HSP90 refold inh = HSP90 inhibitors, primary screen, cell lysate, luminescence. Heat shock protein HSP 90 (rabbit reticulocyte lysate; luciferase refolding). Rabbit reticulocyte lysate, luciferase refolding luminescence, 3 h. inhibition, % at 5.6 µM. 290,000 compounds, 0.91% hits. AID 1789, 2009;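 active means inhibition above the screen-wide mean plus 3 SD, computed separately per campaign, cut at about 16% in these data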;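 further: 0% = DMSO wells and 100% = 60 µM geldanamycin wells; inhibitors lower the luminescence because luciferase stays unfolded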
DYRK1A inh = rat Dyrk1A kinase inhibitors, primary screen, biochemical, single point, plate reader; 310,000 compounds, 0.43% hits; Dual specificity tyrosine-phosphorylation-regulated kinase 1A (Rattus norvegicus), Q63470; AID 504441, 2011; inhibition, % at 12.5 µM; ADP-Glo luminescence, NFATc1 peptide; in the data active means inhibition above about 50%;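 further: plate controls were vehicle with enzyme for no effect and no enzyme for full effect; many of its hits are not listed in these tables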
HSF1 inh = HSF1 inhibitors in luciferase reporter cells, primary screen, cell-based, NIH3T3, luminescence. NIH3T3-HGL HSE-luciferase, MG132-induced, luminescence 8 h; hits give low values. activity change, negative = inhibition, % at 7.5 µM (by protocol). 300,000 compounds, 0.77% hits. AID 2098, 2009;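 active means more than half of replicate wells show activity change below -50%, luminescence cut by over half; inconclusive means some wells, but at most half, below -50%; inactive means no replicate well below -50%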;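 further: luciferase reports HSF-1 transcriptional activity via heat shock element; 0% = median of DMSO wells and -100% = zero luminescence signal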
Platelet DG rel = inhibitors of platelet dense granule secretion, primary screen, cell-based, MLPCN, human platelets; 300,000 compounds, 0.22% hits; inhibition, %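 (compounds screened at 7.5 µM in platelet-rich plasma)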; human platelet-rich plasma, SFLLRN dense granule ATP release, luminescence;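 active means mean replicate score, as percent of positive control, at or above 50; inconclusive means mean below 50 but at least one replicate at or above 50; inactive means mean and every replicate below 50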
GSK3beta inhib = human GSK3beta kinase inhibitors, primary screen, biochemical, cell-free homogeneous, HTS | AID 2097, 2009 | GST-GSK3beta kinase, ADP-Glo luminescence, 60 min; hits give low values | activity score (negative = inhibition), % at 10 µM | 300,000 compounds, 0.038% hits | Glycogen synthase kinase-3 beta (Homo sapiens), P49841;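 active means more than half of replicate wells score below -50%, meaning over 50% inhibition versus plate controls; inconclusive means some replicates but at most half score below -50%; inactive means no replicate scores below -50%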;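 further: 0% = median DMSO wells and -100% = median GW8510 positive control wells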
Target sequence (P49841 whole entry, looked up): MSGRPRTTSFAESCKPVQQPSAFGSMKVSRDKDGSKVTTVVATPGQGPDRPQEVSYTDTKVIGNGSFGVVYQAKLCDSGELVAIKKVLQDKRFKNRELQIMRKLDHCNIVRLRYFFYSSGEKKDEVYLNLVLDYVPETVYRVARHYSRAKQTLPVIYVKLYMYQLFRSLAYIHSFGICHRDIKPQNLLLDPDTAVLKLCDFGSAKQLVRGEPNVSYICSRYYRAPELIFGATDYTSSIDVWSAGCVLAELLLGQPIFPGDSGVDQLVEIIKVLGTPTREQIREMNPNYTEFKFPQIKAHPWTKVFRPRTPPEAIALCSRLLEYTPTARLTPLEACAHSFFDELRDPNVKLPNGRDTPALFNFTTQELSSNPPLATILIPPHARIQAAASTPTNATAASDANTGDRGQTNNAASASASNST
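Test system – GST-tagged human GSK3beta kinase, cell-free · Incubation – 60 min enzyme reaction, room temperature · Signal – ADP-Glo luminescence · Also added – peptide substrate and ATP at 25 µM · Controls – DMSO neutral wells and GW8510 at 20 µM as positive · Buffer or medium – Tris/MgCl2 kinase buffer · Measure – Luminescence-derived activity versus plate DMSO and GW8510 wells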
PolyA inh = polyadenylation inhibitors in yeast reporter cells, primary screen, luminescence, S. cerevisiae | S. cerevisiae SKY197-pL101 polyadenylation reporter, beta-gal luminescence; efflux-impaired pdr1/pdr3 knockout yeast; score 100 = 6 SD above DMSO | calls only at 12 µM | 300,000 compounds, 0.02% hits | AID 1875, 2009;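 active means lowest replicate activity score at least 50, where 100 means six control SD above control mean; inconclusive means lowest score under 50 but half or more replicates reach 50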;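 further: yeast exposed to compound for 9 h at 30 °C; higher score means more reporter readthrough which indicates perturbed polyadenylation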
HDAC3 inh = HDAC3 deacetylase inhibitors, primary screen, biochemical, fluorescence, cell-free homogeneous | inhibition, % at 8.3 µM | recombinant HDAC3, fluorogenic peptide/trypsin coupled | AID 2718, 2010 | 320,000 compounds, 0.15% hits; in the data active means inhibition above about 26%, passing the limit was not always enough; inconclusive means no clear call, values can overlap the other calls
Target sequence (O15379 whole entry, looked up): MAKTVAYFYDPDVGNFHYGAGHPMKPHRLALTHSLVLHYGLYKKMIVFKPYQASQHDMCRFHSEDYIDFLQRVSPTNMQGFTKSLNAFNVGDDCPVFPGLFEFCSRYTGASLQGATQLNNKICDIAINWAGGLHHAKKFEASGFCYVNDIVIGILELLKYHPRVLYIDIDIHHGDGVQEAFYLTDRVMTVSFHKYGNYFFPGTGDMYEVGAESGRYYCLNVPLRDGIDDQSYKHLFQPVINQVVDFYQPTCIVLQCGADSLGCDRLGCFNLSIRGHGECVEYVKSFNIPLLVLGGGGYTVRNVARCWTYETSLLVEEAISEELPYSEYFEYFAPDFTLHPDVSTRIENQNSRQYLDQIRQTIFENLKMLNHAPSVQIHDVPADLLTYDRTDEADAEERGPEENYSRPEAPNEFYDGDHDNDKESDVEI
GSK3A inh = blockers of GSK3A enzyme activity – biochemical, luminescence, cell-free homogeneous, HTS, primary screen; inhibition, % at 10 µM; GSK-3 alpha kinase, ADP-Glo luminescence, 60 min; Glycogen synthase kinase-3 alpha (Homo sapiens), P49840; 320,000 compounds, 0.1% hits;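 in the data active means inhibition above about 50%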;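 further: GST-tagged GSK-3 alpha with peptide substrate and 25 µM ATP; 0% = DMSO neutral wells and 100% = GW8510 positive control wells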
Active calls of the source: *; i = inactive; ? = inconclusive; . = not tested or not shown. The list is partial. The share of hits here may be higher or lower than overall.

SMILES	AI-2 QS modul	HSF-1 act	HSP90 refold inh	DYRK1A inh	HSF1 inh	Platelet DG rel	GSK3beta inhib	PolyA inh	HDAC3 inh	GSK3A inh
CC(C)(C)c1nnc(NC(=O)CCS(=O)(=O)Cc2ccccc2)s1	.	22	-1	-1	-1	-4	.	i	-2	-2
CN1CCN(C(=O)c2cc(COc3ccccc3)on2)[C@@H](c2ccccc2)C1	-29	36	3	-4	30	5	3	i	-1	-1
Nc1cccc(-n2nncc2-c2ccccc2)c1	2	18	-1	2	11	10	1	i	4	0
CCn1cc(SCC(=O)N2CCc3ccccc32)c2ccccc21	45	-2	-2	6	13	5	-1	i	6	2
FC(F)(F)c1cccc(N2CCN(C3CC4CCC3C4)CC2)c1 (stereo not drawn)	27	-17	-3	.	-1	11	2	i	1	-2
COc1ccc(-c2nnc(SCC(=O)NC3CCCCC3)o2)cc1	5	-10	0	-7	-5	-1	0	i	-1	-3
FC(F)(F)c1cnc(Sc2nc3nccc(-c4ccc(Cl)cc4)n3n2)c(Cl)c1	-1	?	-1	-3	14	-1	2	i	6	-4
Cc1cccc(CN2C(=O)[C@H]3Cc4c([nH]c5ccccc45)C(C)(C)N3C2=O)c1	13	7	.	.	3	0	-2	i	-6	2
COc1ccc(NC(=O)c2cc(OC)c(OC)c(OC)c2)cc1S(=O)(=O)N1CCCCC1	15	13	3	20	1	12	2	i	8	.
O=C(CN(c1ccccc1F)S(=O)(=O)c1ccccc1)NC1CCCCCC1	10	-16	1	-1	-4	20	0	i	-4	5
CCOC(=O)c1cc(C#N)c(N2CCN(c3ccccn3)CC2)nc1-c1ccccc1	11	-4	1	-2	-5	-1	-1	i	4	-4
Cc1nc(CNC(=O)C2CCC(=O)N(CCc3ccc(Cl)cc3)C2)sc1C (stereo not drawn)	20	-5	2	13	-1	-4	2	.	-7	-2
Cc1ccc(S(=O)(=O)NCCC(=O)OCc2ccc([N+](=O)[O-])cc2)cc1C	-13	11	.	3	3	3	5	i	-4	-1
O=S(=O)(c1ccccc1)N1CCN(c2cccc(Cl)c2)CC1	5	15	0	6	-10	0	0	i	-8	-2
COc1ccc(N=Cc2sc3ccccc3c2Cl)cc1	8	-45	1	-4	?	-2	0	i	0	-5
COc1ccc(N2CCN(C(=O)c3ccc(NS(=O)(=O)c4ccc(F)cc4)cc3)CC2)cc1	14	-10	3	-6	8	-6	1	i	0	-1
CC(NS(=O)(=O)c1ccc(Cl)c(Cl)c1)C(=O)OCC(=O)Nc1ccc2c(c1)OCO2 (stereo not drawn)	35	13	1	8	5	-1	4	i	-2	4
CNC(=O)CSc1nnc(-c2ccccn2)n1Cc1ccco1	29	-1	-1	2	6	3	2	i	5	-1
Cc1cc(C)cc(C(=O)NC(CC(N)=O)c2ccc(N3CCC(Br)CC3)c([N+](=O)[O-])c2)c1 (stereo not drawn)	3	-1	-3	-7	-1	6	-5	i	3	-1
Cc1nc2ncnn2c(C)c1Cc1c(Cl)cccc1Cl	8	-1	2	-3	0	1	-3	i	-1	0
CC12C(=O)N(CCC(=O)O)C(=O)C1C1C=CC2C1 (stereo not drawn)	22	18	1	2	0	-6	4	i	-5	0
CCOc1ccc(N2C(=O)Nc3ccc(Br)cc3C2(O)C(=O)NC(C)C)cc1 (stereo not drawn)	5	1	-3	-1	-1	6	4	i	3	-4
O=C(NCC1CCCO1)c1cnc(Cl)c(Cl)c1 (stereo not drawn)	2	0	4	-1	2	-2	1	i	-2	-4
c1ccc(OCc2nc(-c3ccncc3)no2)cc1	-49	24	2	.	9	42	-1	i	1	-1
CCCCC/C(=N\NC(=O)CCC(=O)NCc1ccccc1)c1ccccc1	10	8	0	-7	2	13	-4	i	-2	-1
Cc1cc(C(=O)N2CCCC(CCC(=O)N3CCN(c4ccccn4)CC3)C2)c(C)o1 (stereo not drawn)	10	-3	1	-3	-5	2	2	i	-2	0
CC(=O)N1CCc2cc(S(=O)(=O)CCC(=O)NCc3ccc(Cl)cc3)ccc21	15	13	-4	0	-1	-8	3	i	1	-1
BrC(=C\c1ccccc1)/C=N/Nc1nc2ccccc2[nH]1	17	-2	9	1	6	3	-2	i	3	10
Cc1ccc(C(=O)N2CCN3C(=O)c4ccccc4C23c2ccc(Cl)cc2)cc1 (stereo not drawn)	43	2	4	4	2	-1	-1	i	8	-2
Cc1cccc(-n2c(O)c(C=Nc3ccccc3)c3ccccc3c2=O)n1	20	6	1	4	1	-1	-4	i	6	-5
CCOc1ccc(/C(O)=C2/C(=O)C(=O)N(CC3CCCO3)C2c2ccc(C)o2)cc1 (stereo not drawn)	3	-24	3	8	-5	0	6	i	7	.
O=S(=O)(Nc1ccc(C(F)(F)F)cc1)c1cnc[nH]1	20	-2	-2	-8	2	-2	-2	i	-2	4
O=C(CN1CCN(S(=O)(=O)c2ccc(Br)cc2)CC1)N/N=C/c1ccccc1C(=O)O	40	18	-6	0	0	4	0	i	2	-1
COc1ccc(S(=O)(=O)NCCc2ccccc2)cc1	-26	-1	8	0	5	1	2	i	-1	-1
Cn1c(N2CCN(C(=O)NC34CC5CC(CC(C5)C3)C4)CC2)nc2ccccc21	8	-6	2	-1	-12	-2	3	i	3	9
CCCCCOC(=O)C1=C(C)Nc2nnnn2C1c1ccccc1Cl (stereo not drawn)	12	6	1	-6	-2	-6	1	i	16	1
CCC1CCCCN1C(=O)COc1ccc(N(C)S(=O)(=O)c2ccc(C)cc2)cc1 (stereo not drawn)	25	14	0	0	11	6	-3	i	4	-2
O=C(Oc1cc(=O)oc2ccccc12)c1ccco1	10	-3	-3	3	-6	.	2	i	-3	-3
N#Cc1nc(Cc2cccc3ccccc23)oc1NCc1ccc(F)cc1	27	16	4	-6	3	-7	2	i	-6	0
CSc1cccc(NC(=O)c2nnn(CC(=O)Nc3cc(C)cc(C)c3)c2N)c1	10	3	-3	4	-2	-3	1	i	-15	-2
O=C(CSc1nnc(-c2ccc(O)cc2)o1)Nc1ccc2c(c1)OCCO2	21	35	1	6	16	9	2	i	1	.
NC(=O)CC[C@@H]1NC(=O)[C@H](CO)NC(=O)c2cc([N+](=O)[O-])cc(I)c2NCCCC[C@@H](C(N)=O)NC(=O)[C@H](Cc2ccc(O)cc2)NC1=O	13	-8	0	.	-8	-1	0	i	-1	-3
S=C(Nc1ccc(Cl)cc1Cl)Nc1ccccc1Oc1ccccc1	36	16	1	9	-10	-1	1	i	-2	.
CC(=O)NC1CC2CCCC(C1)N2C(=O)Nc1ccccc1 (stereo not drawn)	17	0	-1	-1	-10	8	1	i	-1	-2
O=[N+]([O-])c1cccc(/C=N/n2cnnc2)c1O	39	4	2	6	-1	0	-1	i	1	1
COc1cccc(OCc2cc(C(=O)N(C)Cc3nccn3C)no2)c1	-19	38	-3	-4	18	5	-1	i	-5	-2
Nc1ccc2nc3c(=O)n(CCc4ccccc4)c(=O)[nH]c3nc2c1	23	20	-1	.	7	-2	2	i	-4	1
CCOc1ncccc1C(=O)OCC(=O)NC1CC1	16	-4	-5	1	-11	-6	2	i	-1	-1
O=C(Cn1c(=O)oc2cc(S(=O)(=O)N3CCCC3)ccc21)N1CCN(c2ccccc2F)CC1	14	-1	1	7	2	25	-2	i	-3	-1
Cc1[nH]c(=S)n(CC2CCCO2)c1C (stereo not drawn)	26	-5	-3	-7	-9	-3	0	i	3	-4
Cc1c(NC(=O)OCCNC(=O)COc2c(Cl)cccc2Cl)sc(=S)n1C	14	-1	-3	0	7	4	-2	i	6	2
COc1ccc(CN2CCCC(CNC(=O)c3ccc(F)cc3)C2)cc1OC (stereo not drawn)	7	-13	-3	2	-1	0	7	i	-2	-2
CCOCCCn1cnc2c(c1=O)c1nc3ccccc3nc1n2-c1ccc(C)cc1	8	7	5	-2	4	-3	2	i	1	1
O=C(COC(=O)c1cccc(Br)c1)NCCc1ccccc1	21	15	5	0	3	10	-2	i	-3	-3
CCN(CC)S(=O)(=O)c1ccc(NS(=O)(=O)c2ccc3oc(=O)[nH]c3c2)cc1	24	6	-2	-6	-3	5	5	i	-1	-1
Cn1c(=O)cc(OCC(=O)N2CCN(c3cccc(C(F)(F)F)c3)CC2)c2ccccc21	28	-1	-1	-8	1	0	5	i	-1	-2
COc1ccc(C(=O)/C=C/c2ccc(N3CCCCC3)c([N+](=O)[O-])c2)cc1	9	25	0	0	15	-17	-4	i	2	-3
COc1ccc(C(=O)Nc2cccc(-c3cnc4ccccc4n3)c2)cc1	-8	-3	-1	3	-5	13	-6	i	-7	-1
CCOC(=O)N1CCN(Cc2cn[nH]c2-c2cccc3ccccc23)CC1	39	7	4	12	1	6	-2	i	0	-2
N#Cc1c(N2C(=O)c3ccc(C(=O)O)cc3C2=O)sc2c1CCCC2	15	-6	0	31	10	18	2	i	12	1

The results go on.
SMILES	AI-2 QS modul	HSF-1 act	HSP90 refold inh	DYRK1A inh	HSF1 inh	Platelet DG rel	GSK3beta inhib	PolyA inh	HDAC3 inh	GSK3A inh
COc1ccc(NS(=O)(=O)c2cccc(C(=O)NNC(=O)c3ccccc3OC)c2)cc1	2	30	.	13	3	6	0	i	-8	1
Cn1c(SCC(=O)N/N=C/c2ccc([N+](=O)[O-])s2)nnc1-c1ccc(Cl)cc1	23	16	-2	0	10	11	-3	i	1	3
CC1(C)CC(=O)C=C(Nc2ccc(Cl)c(Br)c2)C1	58	8	5	9	4	-8	-2	i	0	0
O=C(CCC(=O)Nc1ccccc1)N/N=C/c1ccccc1F	21	5	-2	-2	-2	-2	3	i	1	0
CCc1ccc2[nH]c3nc(SCCN4CCOCC4)nnc3c2c1	21	0	4	.	8	-3	-4	i	4	0
Cc1cc(C)n(-c2nc3ccccc3nc2N2CCN(S(=O)(=O)c3ccc4ccccc4c3)CC2)n1	27	3	6	-1	7	10	-1	i	0	-2
COC(=O)[C@@H](C)NC(=O)c1ccc2oc(CCc3ccccc3)nc2c1	15	26	-6	.	11	1	-4	i	11	-1
CC(NC(=O)C[n+]1cccc(Br)c1)c1ccccc1 (stereo not drawn)	32	-5	-1	-1	-8	-3	3	i	-9	-3

Source: PubChem (several laboratories)
